ALOX12 inh – Primary qHTS assay for inhibitors of human arachidonate 12S-lipoxygenase (ALOX12): Round 2; Polyunsaturated fatty acid lipoxygenase ALOX12 (Homo sapiens), P18054; purified 12hLO, xylenol orange hydroperoxide absorbance; Potency, µM (titrated, usually from 108 µM), inactives show at the highest dose activity change, negative = inhibition, most hits filed as inhibitors; 1.1% of 580,000 active; active = well fitted inhibition curve with a large enough effect; inconclusive = small, poorly fitted or top-dose-only effect, or another doubt; inactive = no such curve, though single readings can be large or run the other way
Target sequence (P18054 whole entry, looked up): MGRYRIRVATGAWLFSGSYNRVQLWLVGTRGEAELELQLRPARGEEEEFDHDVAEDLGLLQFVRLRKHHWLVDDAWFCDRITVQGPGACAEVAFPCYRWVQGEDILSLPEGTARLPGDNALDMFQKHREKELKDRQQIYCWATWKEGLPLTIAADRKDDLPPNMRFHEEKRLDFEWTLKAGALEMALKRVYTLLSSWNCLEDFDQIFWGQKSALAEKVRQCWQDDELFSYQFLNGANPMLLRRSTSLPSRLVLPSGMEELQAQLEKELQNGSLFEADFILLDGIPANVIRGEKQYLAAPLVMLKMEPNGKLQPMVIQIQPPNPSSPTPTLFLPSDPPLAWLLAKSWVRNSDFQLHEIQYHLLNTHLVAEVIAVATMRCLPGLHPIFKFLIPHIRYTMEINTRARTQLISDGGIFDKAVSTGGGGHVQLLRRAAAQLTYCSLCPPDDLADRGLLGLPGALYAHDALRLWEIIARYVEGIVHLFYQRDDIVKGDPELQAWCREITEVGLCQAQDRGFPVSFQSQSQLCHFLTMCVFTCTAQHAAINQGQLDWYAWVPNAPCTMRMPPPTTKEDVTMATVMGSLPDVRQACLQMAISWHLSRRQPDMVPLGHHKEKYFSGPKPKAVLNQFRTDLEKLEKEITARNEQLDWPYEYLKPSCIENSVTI
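Purified human 12hLO at 150 nM in 25 mM Hepes, 0.01% Triton X-100, pH 7.0, preincubated 15 min at room temperature with compound. Reaction started with 40 uM arachidonic acid, 30 min at room temperature. Hydroperoxide measured by Fe-xylenol orange, 573/405 nm absorbance ratio.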
An asterisk follows results filed as active; ? = inconclusive; [ ] = another dose, or the depositor's remark. % is set by controls: 0 for no effect and ±100 for the full control effect; potency is the fitted concentration of half-maximal effect. Only part of the results is shown; rates above refer to the full screens.

SMILES	ALOX12 inh
Cn1ccnc1CNC(=O)C[C@@H]1C[C@H]2O[C@H](CNC(=O)NC3CCCCC3)[C@@H](O)[C@H]2O1	21%
O=C(CCCN1CCCCC1=O)N[C@@H]1[C@@H]2CCO[C@@H]2[C@@H]1C1CCCC1	44%
COC(=O)c1sc(=S)n(-c2ccccc2)c1C	-37%
CC(C)(C)N(Cc1cn(Cc2ccccc2)nn1)S(=O)(=O)c1ccc(F)cc1Br	-3%
Cc1ccc(C(=O)NCc2ccc3c(c2)OCO3)c(Cl)c1	5%
COc1ccc(-c2nc3cc(C)c(Br)c(C)n3c2Cc2ccsc2)cc1OC	-9%
CCN1CCNC(=O)C1CC(=O)N1CCn2nc(Cc3ccccc3)cc2C1 (stereo not given)	25%
O=C(CCC[C@@H]1[C@H]2CCCN3CCC[C@@H](CN1Cc1cccnc1)[C@@H]23)Nc1cccnc1	73%[activator]
CC(=O)Nc1cccc(NC(=O)CSc2nc(=O)[nH]c3c2CCC3)c1	-7%
O=C(CCc1nnn2c1CNCC2)NC1CC1	?
C[C@@H](NC(=O)c1ccccc1)c1onc(-c2ccc(F)cc2)c1C(=O)O	-12%[176 µM]
CSCCNC(=O)C1(C)CCN1C(=O)c1cc(C)n(C)n1 (stereo not given)	2%
O=C(c1ccccc1F)N1CCC[C@H]1c1nc(-c2ccccc2)no1	-3%
O=C(O)c1cccc2c1CCN2C(=O)Nc1ccc(F)cc1	27%
Cn1cccc1C(=O)N1CCC(n2cc(-c3nc(C4CC4)no3)nn2)C1 (stereo not given)	16%
Nc1nc(COc2ccccc2C(=O)NCc2ccccc2)nc(Nc2ccccc2)n1	6%
Cc1ccc(N2CC(C(=O)Nc3c(NC4CCCC4)c4ccccc4oc3=O)CC2=O)cc1 (stereo not given)	-12%
COc1cc(OC)cc(C(=O)N2CCC3(CC2)NC(=O)N(Cc2ccc(F)cc2)C3=O)c1	?
COC(=O)[C@@H]1Cc2ncn(C)c2CN1S(=O)(=O)c1cccc(C(F)(F)F)c1	7%[176 µM]
N#Cc1ccc(NC(=O)Cn2nc3c(N4CCCC4)nc4ccccc4n3c2=O)cc1	-20%
COc1ccc(OC)c(CN2CCN(c3cccc(C)c3C)CC2)c1	?
CCc1cccc2c(C(=O)C(=O)Nc3cccc(Cl)c3)c[nH]c12	-3%
O=C1NCc2ccccc2CC12CCCN2C/C=C/c1ccccc1 (stereo not given)	13%[6.33 µM]
O=C1NCCCCCN(Cc2cn[nH]c2-c2ccc(F)cc2)[C@H]2CCC[C@@H]12	165%[activator]
CC(=O)Nc1ccc(C2(C(=O)NCc3ccc(Cl)cc3)CCC2)cc1	-5%

Next section, starting with the last 7 of the part before.
SMILES	ALOX12 inh
COC(=O)[C@@H]1Cc2ncn(C)c2CN1S(=O)(=O)c1cccc(C(F)(F)F)c1	7%[176 µM]
N#Cc1ccc(NC(=O)Cn2nc3c(N4CCCC4)nc4ccccc4n3c2=O)cc1	-20%
COc1ccc(OC)c(CN2CCN(c3cccc(C)c3C)CC2)c1	?
CCc1cccc2c(C(=O)C(=O)Nc3cccc(Cl)c3)c[nH]c12	-3%
O=C1NCc2ccccc2CC12CCCN2C/C=C/c1ccccc1 (stereo not given)	13%[6.33 µM]
O=C1NCCCCCN(Cc2cn[nH]c2-c2ccc(F)cc2)[C@H]2CCC[C@@H]12	165%[activator]
CC(=O)Nc1ccc(C2(C(=O)NCc3ccc(Cl)cc3)CCC2)cc1	-5%
Cc1ccccc1C(C)NC(=O)c1ccc[n+]([O-])c1 (stereo not given)	4%
CCc1[nH]c2ccc(CNC(=O)c3coc(CN4CCOCC4)c3)cc2c1C	-1%
COC(=O)c1cnc(N2CCN(c3ccccc3)CC2)c2ccccc12	23%
Cc1noc2c(-c3cccnc3NC3CCC(O)CC3)cc(-c3ccccc3)nc12 (stereo not given)	?
CCO[C@H]1CN(C(=O)c2cn3cc(Cl)ccc3n2)C[C@@H]1O	15%
CC(C)c1noc(CCCC(=O)Nc2cccc(OC3CCCC3)c2)n1	-29%
COc1ccc(NC(=O)c2cnc3ccccc3n2)c(OC)c1	?
COCCNC(=O)[C@H]1C[C@H](Oc2ccccc2)CN1C(=O)NC1CCCCC1	43%[activator]
Cn1nc(C(=O)OCC(=O)NC(C)(C#N)C2CC2)c2ccccc2c1=O (stereo not given)	?
Cc1ccc(C)c(CN2C[C@H](Sc3ccccn3)C[C@H]2C(=O)Nc2ccc3sc(C)nc3c2)c1	5%
CC1CCCN(Cc2ccc(CNC(=O)N3CCC(C#N)CC3)cc2)C1 (stereo not given)	21%
Cc1ccc2[nH]cc(C(C(=O)O)N3CCN(Cc4ccccc4)CC3)c2c1 (stereo not given)	-12%
C[C@]12Cc3ccccc3C1CC1=N[C@@H](c3ccc(C(F)(F)F)cc3)O[C@@]13C[C@@H]2C(=O)N3C1CCN(Cc2ccccc2)CC1 (stereo not given in full)	-1%
Cc1cc(Cl)ccc1-c1ccc(C=O)o1	?
Cc1ccc(C(=O)c2sc(Nc3ccc(Cl)cc3C)nc2N)cc1	28µM*
CCC(C)(CNC(=O)c1cc(-c2ccccc2)on1)N1CCOCC1 (stereo not given)	?
Cc1cc2oc(C(=O)O)c(C)c2cc1C	?
O=C(c1ccccn1)N1CCn2c(nn(-c3ccc(F)cc3F)c2=O)C1	58%[activator]
Cc1ccc(C(O)c2ncc(-c3cccc(C(F)(F)F)c3)[nH]2)cc1F (stereo not given)	-6%
N[C@H]1CCC[C@@H](C(=O)NCc2nc(-c3cccc(F)c3)c(-c3ccccn3)[nH]2)C1	63%[activator]
O=[N+]([O-])c1cccc2nc(/C=C/c3c(F)c(F)c(F)c(F)c3F)ccc12	-23%
COCCCN1C(=O)C(CC(=O)NCCCCc2ccccc2)CC(C(=O)N2CCOCC2)=C1C (stereo not given)	-4%
CCOc1ccc(-c2nc3cc(NC(=O)c4cccc(C)c4)ccc3o2)cc1	?
Cc1ccc2oc(=O)n(CCNC(=O)Nc3ccc(F)cc3)c2c1	?
Cc1cc2c(cc1C)CSC(c1c(O)ccc3cc(Br)ccc13)SC2	0.79µM*

Ordered by SMILES length (ascending): 5 of the compounds above
SMILES	ALOX12 inh
Cc1ccccc1C(C)NC(=O)c1ccc[n+]([O-])c1 (stereo not given)	4%
COC(=O)c1cnc(N2CCN(c3ccccc3)CC2)c2ccccc12	23%
O=C(c1ccccn1)N1CCn2c(nn(-c3ccc(F)cc3F)c2=O)C1	58%[activator]
Cc1ccc2[nH]cc(C(C(=O)O)N3CCN(Cc4ccccc4)CC3)c2c1 (stereo not given)	-12%
COCCCN1C(=O)C(CC(=O)NCCCCc2ccccc2)CC(C(=O)N2CCOCC2)=C1C (stereo not given)	-4%

Additional structures follow.
SMILES	ALOX12 inh
OC1CCC(c2nc(C3CCOC3)n[nH]2)CC1 (stereo not given)	21%
Cc1ccc(C2CCCN2C(=O)c2cc(-c3cccs3)on2)cc1 (stereo not given)	?
CC(C)(C)c1nnc(NS(=O)(=O)c2ccc(N)cc2)s1	-10%[22.9 µM]
COc1cc(CN2CCOc3ccc(CN4CCN(CCO)CC4)cc3C2)ccc1F	14%
Cc1noc(C)c1[S+](=O)([O-])N1CCn2c(nnc2-c2ccc(Cl)cc2)C1	2%[6.33 µM]
Cc1ccc(Cn2c(C3CCN(C(=O)c4ccc(C(C)(C)C)cc4)CC3)n[nH]c2=O)cc1	?
CN(Cc1cccc(C(F)(F)F)c1)C(=O)c1cccc(Cl)c1	-8%[176 µM]
CCCn1ccc2oc(C)c(C(=O)NCc3ccc(CC)cc3)c2c1=O	?
CC(C)N1CCC(O)(c2csc(CN3CC[C@@H](O)C3)n2)CC1	41%[activator][176 µM]
O=C1NCCCCCN(Cc2cccc(F)c2)[C@H]2CCC[C@@H]12	238%[activator]
Cc1cccc(COc2ccccc2C(=O)O)c1	17%
CC1(C)OC(=O)C2=C(CC(c3ccccc3)OC2CCc2ccccc2)O1 (stereo not given)	-8%
O=C(NC1CCN(c2cnn(Cc3ccccc3)c(=O)c2)CC1)C1CCOC1 (stereo not given)	27%
Cc1cccc(NC(=O)N2CC3CC(C2)[C@H]2CCCC(=O)N2C3)c1 (stereo not given in full)	25%
O=C(c1ccccc1)N1CCCC2(CC(c3ccccn3)=NO2)C1 (stereo not given)	12%[6.33 µM]
c1ccc(-n2nnnc2NCCCNC2CCCCC2)cc1	?
O=C(CC(F)(F)F)NCCc1ccccn1	0%
Cc1ccc2oc([C@H]3CCN(Cc4ccc(C(=O)O)cc4)C3)nc2c1	69%[activator][176 µM]
COCCN1Cc2ccc(NCc3ccccc3)nc2C(C)(C(=O)NCc2ccccc2)C1 (stereo not given)	-40%
COc1ccc(-c2csc(NC(=O)Cn3cnc4c3c(=O)n(C)c(=O)n4C)n2)c2ccccc12	29%
CCc1noc([C@@H]2CC(F)(F)CN2C(=O)c2ncccn2)n1	7%
CCC(C)NC(=O)C(NC(=O)c1ccc(C)cc1)C1CCN(C(=O)c2cccc(F)c2)CC1 (stereo not given)	68%[activator]
O=C(NC1CCCCC1)c1cc2c(F)cccc2s1	?
COc1ccc(OC)c(S(=O)(=O)NCC(=O)N2CCCCCNC(=O)CC2c2ccccc2)c1 (stereo not given)	-7%
Cc1cc(NC(=O)c2cc(-c3ccc(Cl)cc3)on2)no1	-17%
More entries follow.
SMILES	ALOX12 inh
CCc1ccc(N2CC(C(=O)Nc3ccccc3N3CCCC3)CC2=O)cc1 (stereo not given)	-51%
COCCCNC(=O)C1(C)CN(Cc2ccccc2)Cc2ccc(Nc3ccccc3)nc21 (stereo not given)	11%
COCCn1c(CO)nnc1C1CC(NC(=O)c2cccn2C2CC2)C1 (stereo not given)	-4%
CCCCCNC(=O)N(C)Cc1ccc(C(=O)OC)cc1	11%
Cc1ccc(-c2[nH]ncc2CN)cc1C	56%[activator]
C[C@H]1CN([C@@H](C)CO)C(=O)c2cc(Br)cnc2O[C@@H]1CN(C)C(=O)C1CCC1	-21%
CS(=O)(=O)c1ccc(CN2CCOC[C@H]2c2ncc(-c3ccc(C(F)(F)F)cc3)[nH]2)cc1	21%
O=C(c1cc(F)ccc1F)N1CCCC(Cc2noc(-c3ccccc3)n2)C1 (stereo not given)	11%
O=C1[C@@H]2C[C@@H](O)CN2C2(CN(Cc3cccs3)C2)C(=O)N1Cc1ccccc1F	10%[176 µM]
CCCOc1ccc(-c2cc(C(=O)O)c3cc(C)ccc3n2)cc1	-24%
COc1cccc(Nc2nc(-c3ccc(CC(=O)N4CCOCC4)s3)cs2)c1	?
O=C(O)CCc1ccc(S(=O)(=O)NCc2ccccc2)cc1	-2%
O=C(CSc1nccn1-c1cccc(C(F)(F)F)c1)Nc1ccc2c(c1)OCO2	6%
CC(C)(C)NC(=O)N1CCC(Oc2ncccc2C(=O)N2CCOCC2)C1 (stereo not given)	61%[activator]
CSCCC(NC(=O)c1ccccc1Br)C(=O)Nc1ccc(F)cc1F (stereo not given)	1%
CN1CCN(C(=O)c2ccc(-c3cnc4cccnn34)cc2)CC1	-25%
C=CCOC(=O)C1=C(C)N=C2SC=C(CC(=O)NCC3CC3)N2C1c1cccc(OC)c1OC (stereo not given)	16%
Fc1ccccc1-c1nnc(SCc2cccc(F)c2F)n1C1CC1	?
COc1ccc(Cl)cc1NC(=O)N1CCN(c2nnc(C)c3c(C)n(-c4ccccc4)nc23)CC1	7%
CC(=O)N1CC2(Cc3ccccc31)CN(C(=O)C1CCCC1)C2	65%[activator][176 µM]
C[C@H]1[C@H](c2ccccc2)Oc2cc(Br)ccc2S(=O)(=O)N1Cc1cccc(F)c1	0%
O=C(Nc1ccccc1)OC[C@@H]1C=CS(=O)(=O)N1Cc1ccc(Br)cc1	?
CC1(C)CC2(OC2c2ccccc2[N+](=O)[O-])C(=O)c2ccccc21 (stereo not given)	-21%
Cc1ccc(C(=O)NC2CCCCN(C)C2=O)c(C)c1 (stereo not given)	-2%
COc1ccc(-c2[nH]nc3ncc(-c4cccnc4)nc23)cc1F	14%[176 µM]
Following part
SMILES	ALOX12 inh
COc1cccc(CNC(=O)c2cccc3c2CCN3C(=O)c2ccc(F)cc2)c1	31%[activator]
COc1ccc(C(=O)N2CCC(N3CC4CC(C3)[C@H]3CCCC(=O)N3C4)CC2)cc1 (stereo not given in full)	4%
CC1=C[C@@H](CNC(=O)CCC(=O)O)[C@H](C(C)C)C[C@H]1CC(=O)N1CCN(c2ccccn2)CC1	13%
CCCNC(=O)NCC1Cn2cccc2CN1Cc1ccccc1 (stereo not given)	302%[activator]
CCN=C1NC(CCc2ccccc2)C(C(=O)OC)=C(C)N1Cc1ccc(C(F)(F)F)cc1 (stereo not given)	-17%
COC(=O)[C@@]1(Sc2ccc(C)cc2)CC(=O)N(c2ccc3c(ccn3C)c2)[C@@H]1c1ccccc1	?
COc1ccccc1CNC(=O)Cc1nn(C)c(=O)c2ccccc12	16%
CCCc1ccc2c(C(F)(F)F)cc(C(F)(F)F)cc2n1	8%
Cc1noc(COc2ccc3c(C)cc(=O)oc3c2)n1	-1%
O=c1c(Oc2ccccc2)coc2cc(OCc3ccc(Cl)cc3)ccc12	-3%
O=C(Nc1ccc([C@H]2OCC(=O)N(Cc3cccnc3)[C@@H]2CO)cc1)C1CCC1	4%[176 µM]
CC(NCc1ccccc1C#N)c1ccccc1F (stereo not given)	40µM*
OC1(CN2CCCCC2)CCN(Cc2cnn(-c3ccccc3Cl)c2)C1 (stereo not given)	18%

Structural class, the entries above with a furan ring, fused or not.
SMILES	ALOX12 inh
CCc1[nH]c2ccc(CNC(=O)c3coc(CN4CCOCC4)c3)cc2c1C	-1%
Cc1cc(Cl)ccc1-c1ccc(C=O)o1	?
Cc1cc2oc(C(=O)O)c(C)c2cc1C	?
CCCn1ccc2oc(C)c(C(=O)NCc3ccc(CC)cc3)c2c1=O	?

Screens: PubChem BioAssay, National Center for Advancing Translational Sciences (NCATS)
